NCI-60 one-dose screen, 48 h, at 10 µM unless noted. Numbers give growth in % (100 = growth as untreated, 0 = no growth, -100 = all killed).
TK-10: TK-10 renal cancer cells; hit rate 3.9% among 81,000; active = growth percent below 10
Numbers without * were called inactive; & = joins results of further samples; ! = a repeat was not active; [ ] = another dose, or the depositor's remark.

C[C@@H]1CC[C@H]2C(C)(C)[C@H]3C[C@@]12CC[C@@]3(C)O
  TK-10: 16&87[100 µM]

C[C@@H]1CCC([C@@H](C)[C@H]2CC[C@H]3[C@@H]4CC[C@H]5C[C@@H](O)CC[C@]5(C)[C@H]4CC[C@]23C)=NC1
  TK-10: -69*![100 µM]

COc1ccc(C2=C(N)c3ccccc3C2=O)cc1
  TK-10: -100*![100 µM]

CCC(C)C1(O)OC2CC3(C)OC(=CC3=O)/C(C)=C\C3OC(=O)C1(C)C32 (configuration not stated)
  TK-10: -91*![100 µM]

CCOC(=O)Nc1n[nH]nc1Cl
  TK-10: 85&110[100 µM]

COc1ccc(-c2oc3c(CC(=O)O)cccc3c(=O)c2OC)cc1
  TK-10: 81&103[100 µM]

COc1cc([C@H]2c3cc(O)c(OC)cc3C[C@]3(O)[C@@H]2CO[C@@H]3O)ccc1O
  TK-10: 98&114[100 µM]

Cc1ccc(OC2CC(n3cnc4ncnc(Cl)c43)OC2Oc2ccc(C)cc2)cc1 (configuration not stated)
  TK-10: -100*![100 µM]

COc1ccc2nc(N/N=C/c3ccc(C)s3)cc(C)c2c1
  TK-10: -97*[100 µM]

CC1=C2NCN(C)N=C2C(C#N)(C#N)C1(C#N)C#N
  TK-10: -90*[100 µM]

COc1cccc2c1-c1nc(N)c3c(OC)cccc3c1C2=O
  TK-10: 63&51[100 µM]

CC1=C(C#N)C(=O)N(/N=C/c2ccc(Cl)cc2)C(=O)/C1=c1\o/c(=C2/C(=O)N(/N=C/c3ccc(Cl)cc3)C(=O)C(C#N)=C2C)c2nccnc12
  TK-10: 50&122[100 µM]

Cc1cc2c3c(nc4ccccc42)C(=O)c2cccnc2-c3n1
  TK-10: -100*[100 µM]

CCCCOC(=O)C(=O)C(CCC(=O)c1ccc(C)cc1)C(=O)C=C(C)C (configuration not stated)
  TK-10: 89&106[100 µM]

Cn1c(COC(=O)NC2CCCCC2)c(COC(=O)NC2CCCCC2)c2ccc3cc(Cl)c(Cl)cc3c21
  TK-10: -94*[100 µM]

O=C1NC(=O)[C@@]2(CC[C@@H](O)C2)c2ccncc21
  TK-10: 105[100 µM]

CCC(c1ccc(N(C)C)cc1)C1NC(=S)NC1=O (configuration not stated)
  TK-10: 38&48[100 µM]

CC1C2(C)OC(=N)C(C#N)(C(c3ccccc3)O2)C1(C#N)C#N (configuration not stated)
  TK-10: 109[100 µM]

N#Cc1nc(/C=C/c2ccccc2)oc1N
  TK-10: 96&122[100 µM]

CNC(=S)c1nnsc1N
  TK-10: 37&103[100 µM]

Some of the entries above, set out differently.
mol | TK-10
COc1cccc2c1-c1nc(N)c3c(OC)cccc3c1C2=O | 63&51[100 µM]
CC1=C(C#N)C(=O)N(/N=C/c2ccc(Cl)cc2)C(=O)/C1=c1\o/c(=C2/C(=O)N(/N=C/c3ccc(Cl)cc3)C(=O)C(C#N)=C2C)c2nccnc12 | 50&122[100 µM]
Cc1cc2c3c(nc4ccccc42)C(=O)c2cccnc2-c3n1 | -100*[100 µM]
CCCCOC(=O)C(=O)C(CCC(=O)c1ccc(C)cc1)C(=O)C=C(C)C (configuration not stated) | 89&106[100 µM]
Cn1c(COC(=O)NC2CCCCC2)c(COC(=O)NC2CCCCC2)c2ccc3cc(Cl)c(Cl)cc3c21 | -94*[100 µM]
O=C1NC(=O)[C@@]2(CC[C@@H](O)C2)c2ccncc21 | 105[100 µM]
CCC(c1ccc(N(C)C)cc1)C1NC(=S)NC1=O (configuration not stated) | 38&48[100 µM]

(more compounds)
C=C(CO)C(=O)OC1CC(=C)C2CC(O)C(C)C2C2OC(=O)C(=C)C12 (configuration not stated)
  TK-10: -92*![100 µM]

CCCCOC(=O)c1cc(C(=CCC[C@H]2CC[C@@]3(C)[C@@H](CC[C@@H]4[C@@H]3CC[C@]3(C)[C@@H](C(C)CCCC(C)C)CC[C@@H]43)C2)c2cc(Cl)c(O)c(C(=O)OCCCC)c2)cc(Cl)c1O (some centres not stated)
  TK-10: 103&124[50 µM]

CC/C(Cl)=N\OC(=O)Nc1ccc(F)cc1F
  TK-10: 77&68[100 µM]

Cc1cc(S(=O)(=O)O)c(NC(=O)c2oc3cc(O)ccc3c(=O)c2C)cc1Cl
  TK-10: 92&91[100 µM]

Cn1c(COC(=O)Nc2ccccc2)c(COC(=O)Nc2ccccc2)c2ccc3cc(Cl)c(Cl)cc3c21
  TK-10: 113[75 µM]

Cc1ccc(OCC2OC(n3cnc4nc(N)nc(Cl)c43)CC2Oc2ccc(C)cc2)cc1 (configuration not stated)
  TK-10: -85*![100 µM]

Cc1nc2ccccc2c(=O)n1/N=C/c1ccc(N(C)C)cc1
  TK-10: 60&97[100 µM]

O=c1[nH]c(Nc2ccc(F)c(Cl)c2)nc2nc[nH]c12
  TK-10: 75&119[100 µM]

CC(C)=CCc1c(OC(=O)c2c(C)cc(O)cc2O)cc(CO)c(CO)c1O
  TK-10: -100*[100 µM]

CC(=O)OC(=C(C#N)C#N)c1nccnc1C(C)=O
  TK-10: -96*![20 µM]

O=C(C[n+]1ccccc1)N/N=C(\Cc1nc2ccc([N+](=O)[O-])cc2[nH]c1=O)C(=O)Nc1cc(Cl)c(Cl)cc1Cl
  TK-10: 28&129[100 µM]

COc1cc([C@H]2OC[C@@H]3C(c4cc(OC)c5c(c4)OCO5)OC[C@H]23)cc(OC)c1OC (some centres not stated)
  TK-10: 29&85[100 µM]

CSc1nc(Br)nc2c1ncn2C1CC(Oc2ccc(C)cc2)C(COc2ccc(C)cc2)O1 (configuration not stated)
  TK-10: 72&87[100 µM]

NNc1nc2ccccc2c(=O)n1NC(=O)C(=O)Nc1cccc(C(F)(F)F)c1
  TK-10: 105&157[100 µM]

COc1ccc(/C=C2/N=C(N/N=C\C(O)C(O)C(O)C(O)CO)NC2=O)cc1 (configuration not stated)
  TK-10: 103&113&101&115[100 µM]

COC(=O)C1CCC(=O)N1CN(C(C)=O)c1cc(OC)ccc1OC (configuration not stated)
  TK-10: 103&86[100 µM]

COc1ccc(OC)c2c1C1CCC(=O)N1CN2C(C)=O (configuration not stated)
  TK-10: 98&90[100 µM]

C=C1CC[C@H]2C(C)=CC[C@H]3C(=C)C(=O)O[C@@H]3[C@@H]12
  TK-10: 121[100 µM]

COCC12CCC(OC)C34C5CC6(O)C(OC)C=C(C5C6OC(=O)c5ccccc5)C(C(OC)C13)C4N(C)C2 (configuration not stated)
  TK-10: 82&96[100 µM]

CC(=O)c1cc2c(s1)C(=O)c1ccsc1C2=O
  TK-10: -100*[100 µM]

CN1CCc2cc3c(c4c2C1C(O)c1ccccc1-4)OCO3 (configuration not stated)
  TK-10: -86*[100 µM]

COc1ccc(C2=C(N)c3cc(OC)ccc3C2=O)cc1
  TK-10: 66&105[100 µM]

N#C/C(=C\c1ccccc1)C(=O)Nc1nnc(-c2ccccc2)o1
  TK-10: 4.6*![100 µM]

Oc1ccc(/C=C/c2cc(O)cc3c2C(c2cc(O)cc(O)c2)C(c2ccc(O)c(O)c2)O3)cc1 (configuration not stated)
  TK-10: -12*[100 µM]

COc1ccc(NC(=S)C#N)cc1
  TK-10: 49&88[100 µM]

CCNc1nc2c(ncn2C2CC(O)C(COP(=O)(O)O)O2)c(=O)[nH]1 (configuration not stated)
  TK-10: 94&94[100 µM]

CCOC(=O)C1(C(N)=O)C(=O)c2ccncc2C1=O (configuration not stated)
  TK-10: 98&93[100 µM]

NNC(=S)N/N=C(/C(=O)Nc1ccc(Cl)c(Cl)c1)C(C1OC(=O)c2ccccc21)[N+](=O)[O-] (configuration not stated)
  TK-10: 78&177[100 µM]

CCn1c2c(c3ccccc3c1=O)C(=O)c1ccccc1-2
  TK-10: -94*![100 µM]

Fc1ccc(Nc2nc(Cl)c3[nH]cnc3n2)cc1Cl
  TK-10: -28*![100 µM]

CN(C)N=Nc1ccc2[nH]c(=O)[nH]c2c1
  TK-10: 96&107[100 µM]

Among those listed so far, 2 contain two or more sulfur atoms:
CNC(=S)c1nnsc1N
  TK-10: 37&103[100 µM]

CC(=O)c1cc2c(s1)C(=O)c1ccsc1C2=O
  TK-10: -100*[100 µM]

This is a subset; rates above refer to the full screens.
